From PubChem BioAssay
TDP43 rescue: qHTS of TDP-43 Inhibitors; TDP-43 expressing yeast growth rescue, BacTiter-Glo, 24 h; Potency, µM (titrated, usually from 46.1 µM), for inactives: at the highest dose growth rescue (activation), most hits filed as activators; 410,000 compounds, 1.8% hits; AID 652104, 2013; further: potency means the concentration at half of the fitted maximal effect; % of control where 0% means no effect; nearly all actives have a fitted effect of over 50% in size
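Galactose-induced TDP-43 yeast, OD600=0.02, compound pinned; 24 hr, 30 deg C; BacTiter-Glo luminescence for growth. Inhibitors of TDP-43 toxicity read as activators.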
Abeta yeast res: qHTS for compounds that reverse cellular toxicity of Amyloid beta (A-beta) peptide in yeast: Primary Screen. yeast expressing A-beta42, growth rescue, OD600, 48 h; response scale: 0% DMSO, 100% iron-clioquinol control. Potency, µM (titrated, usually from 46.1 µM), without a hit: top-dose growth rescue, usual class: activators. 410,000 compounds, 0.063% hits; further: potency means the concentration at half of the fitted maximal effect; nearly all actives have a fitted effect of over 55% in size
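Growth rescue measured by 600 nm absorbance after 48 h yeast culture at 30 C with compound. Values normalized between DMSO and an equimolar ferric chloride plus clioquinol control.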
DRD3 antagonist: qHTS of D3 Dopamine Receptor Antagonist: qHTS; D(3) dopamine receptor (Homo sapiens), P35462; D3R cells, DiscoveRx beta-arrestin luminescence, antagonist mode; hits give low values; max response, negative = inhibition, %; 360,000 compounds, 2.5% hits; AID 652054, 2013; in the data active means max response below about -50%; inconclusive means no clear call, values can overlap the other calls; further: on the % scale 0 is the no-effect control and ±100 the full control effect; mostly tested at two doses, the higher about 12 µM
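Cells expressing the human receptor were seeded at 1500 cells/well, incubated overnight at 37 degrees C in 5% CO2, then exposed to library compounds with dopamine controls for 90 minutes at 37 degrees C before luminescent detection.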
FUS suppressor: qHTS for Suppressors of FUS Proteinopathy: Primary screen using FUS-linked yeast assay; 390,000 compounds, 0.24% hits; Potency, µM (highest dose often 76.6 µM), inactives show at the top dose growth rescue (activation), hits mostly activators; S. cerevisiae FUS-expressing, growth rescue, OD600, 24 h;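 further: potency means the concentration at half of the fitted maximal effect; plate controls were DMSO vehicle for no effect and reference control for full effect; nearly all actives have a fitted effect of over 55% in size; some results filed as inactive show a strong effect at the top dose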
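Quantitative HTS measuring growth restoration of FUS-toxic yeast. Galactose-induced cells (OD 0.005) were exposed 24hr at 30C to compounds at several concentrations, then absorbance at 600 nm was recorded.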
EPAC2 antagonist: qHTS for Antagonist of cAMP-regulated guanine nucleotide exchange factor 2 (EPAC2): primary screen. Rap guanine nucleotide exchange factor 4 (Homo sapiens), Q8WZA2. EPAC2 GEF exchange of Rap1B-BODIPY-GDP, fluorescence. Potency, µM (series often up to 114 µM), inactives show top-dose activity, negative = inhibition, usual class: inhibitors. 360,000 compounds, 0.18% hits; further: potency means the concentration at half of the fitted maximal effect; on the % scale 0 is the no-effect control and ±100 the full control effect; nearly all actives have a fitted effect of over 45% in size; many of its hits are not listed in these tables
Target sequence (Q8WZA2 whole entry, looked up): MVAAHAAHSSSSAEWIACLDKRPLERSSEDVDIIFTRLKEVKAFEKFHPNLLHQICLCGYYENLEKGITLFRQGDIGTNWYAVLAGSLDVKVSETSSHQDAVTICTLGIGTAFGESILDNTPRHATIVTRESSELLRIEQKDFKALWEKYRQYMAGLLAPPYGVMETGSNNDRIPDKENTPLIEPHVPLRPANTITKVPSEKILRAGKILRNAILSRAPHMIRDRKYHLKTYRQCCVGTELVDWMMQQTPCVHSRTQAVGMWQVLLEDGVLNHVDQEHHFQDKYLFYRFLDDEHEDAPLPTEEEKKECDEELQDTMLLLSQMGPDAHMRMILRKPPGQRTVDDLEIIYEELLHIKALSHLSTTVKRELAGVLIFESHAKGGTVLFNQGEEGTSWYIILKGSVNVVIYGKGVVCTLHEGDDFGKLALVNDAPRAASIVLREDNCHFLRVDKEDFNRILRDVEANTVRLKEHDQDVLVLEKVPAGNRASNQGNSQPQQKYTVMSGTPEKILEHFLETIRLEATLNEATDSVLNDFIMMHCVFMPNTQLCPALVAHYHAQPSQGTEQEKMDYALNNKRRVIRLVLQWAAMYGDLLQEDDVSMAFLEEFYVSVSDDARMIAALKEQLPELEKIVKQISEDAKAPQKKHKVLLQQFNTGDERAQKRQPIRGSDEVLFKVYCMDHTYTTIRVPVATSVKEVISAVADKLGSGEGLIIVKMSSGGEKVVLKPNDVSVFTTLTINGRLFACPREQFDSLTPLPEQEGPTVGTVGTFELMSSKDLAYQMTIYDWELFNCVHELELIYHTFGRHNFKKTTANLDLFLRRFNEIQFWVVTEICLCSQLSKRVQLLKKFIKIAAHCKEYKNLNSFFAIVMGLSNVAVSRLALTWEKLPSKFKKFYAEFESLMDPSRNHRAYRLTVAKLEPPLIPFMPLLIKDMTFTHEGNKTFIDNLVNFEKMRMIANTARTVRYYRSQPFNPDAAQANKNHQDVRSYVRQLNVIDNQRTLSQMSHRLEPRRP
EPAC2 agonist: qHTS for Agonist of cAMP-regulated guanine nucleotide exchange factor 4 (EPAC2): primary screen. EPAC2 activation, biochemical qHTS; response scale: 100% = 6.5 mM cAMP response. Potency, µM (titrated, usually from 154 µM), without a hit: at the top dose activation, actives largely listed as activators. 360,000 compounds, 0.079% hits. AID 720711, 2013; further: potency means the concentration at half of the fitted maximal effect; nearly all actives have a fitted effect of over 50% in size
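Each well held 100 nM EPAC2, 250 nM RAP1B-BODIPY-GDP and 50 uM GDP. Fluorescence, read at 5-min intervals to 30 min, was referenced to a 6.5 mM cAMP positive control.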
aSyn yeast inh: qHTS of alpha-syn Inhibitors. 370,000 compounds, 0.14% hits. Potency, µM (series often up to 46.1 µM), for inactives: at the top dose growth rescue (activation), hits mostly activators. Yeast expressing alpha-synuclein, growth rescue, BacTiter-Glo, 24 h. AID 652106, 2013; further: potency means the concentration at half of the fitted maximal effect; % of control where 0% means no effect; nearly all actives have a fitted effect of over 65% in size
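Galactose-induced alpha-syn yeast (OD600=0.02, raffinose-pregrown) + pinned cpd, 24 hr, 30 deg C; growth by BacTiter-Glo luminescence. Growth restoration scores as activation.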
DRD3 agonist: qHTS of D3 Dopamine Receptor Agonist: qHTS; D3R DiscoveRx beta-arrestin cells, luminescence, 90 min; AID 652048, 2013; max activation, %; 410,000 compounds, 0.58% hits; D(3) dopamine receptor (Homo sapiens), P35462; in the data active means max activation above about 30%; further: 0% is about no effect; mostly tested at two doses, the higher about 12 µM
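Agonist mode: compounds and dopamine controls were applied to plated cells for 90 min at 37 degrees C after an overnight attachment at 1500 cells/well. Luminescent read-out followed 30 - 60 minutes at room temperature with DiscoveRx detection reagent.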
* = called active by the depositor; ? = inconclusive; / = not tested or not shown; [ ] = remark or other dose. Unless noted, the call rests on the fitted dose curve; in most records, active means well fitted curve in the direction sought with a large enough effect; inconclusive means small, poorly fitted or top-dose-only effect, or another doubt; inactive means no such curve, though single readings can be large; an effect the other way counts as inactive or inconclusive.

compound	TDP43 rescue	Abeta yeast res	DRD3 antagonist	FUS suppressor	EPAC2 antagonist	EPAC2 agonist	aSyn yeast inh	DRD3 agonist
Cc1nn(-c2ccccc2)c(N2CCCC2)c1/C=N/NC(=O)c1ccccc1O	5%	0%	11	28%	-2%	12%	-7%	-2
COC(=O)c1ccc(C(NC(=O)OCc2ccccc2)/C(C)=C/[C@@H](C)C(=O)NCc2ccc(-c3ccccc3)cc2)cc1 (stereo partly specified)	6%	6%	-6	?	-6%	21%	1%	7
CCOc1ccc(S(=O)(=O)N2CCN(C(=O)c3cc(C4CC4)nn3-c3ccccc3)CC2)cc1	-22%	-21%	-10	?	-8%	15%	2%	-8
Cc1ccccc1-c1noc(-c2cc3ccccc3oc2=O)n1	9%	-3%	/	-16%	/	/	/	13
CCOc1ccccc1NC(=O)COC(=O)c1c[nH]c2ccccc12	17%	6%	3	-4%	?	26%	-2%	4
N#CC1(NC(=O)COC(=O)c2nc(Cl)c(Cl)c(N)c2Cl)CCCCC1	0%	17%	8	6%	7%	16%	3%	4
COc1ccc(CCn2nnnc2C(CC(C)C)N2CCC(C(N)=O)CC2)cc1OC (stereo unspecified)	8%	19%	7	-11%	5%	-10%	3%	4
O=C(/C=C1\SC(=O)N(CC(=O)Nc2ccc(Cl)cc2)C1=O)Nc1ccc(F)cc1	5%	8%	1	/	8%	1%	11%	4
COc1ccc(Cl)cc1NC(=O)c1[nH]c(C)c(C(C)=O)c1C	-12%	-18%	10	19%	-1%	9%	0%	-13
O=c1cc(CN2CCN(S(=O)(=O)c3ccccc3)CC2)nc2sccn12	3%	-1%	28	11%	-7%	5%	0%	4
CCSc1nnc(NC(=O)CSc2nnc(-c3c[nH]c4ccccc34)n2CC)s1	11%	0%	-4	-4%	-3%	12%	0%	-5
COc1ccc(CC(=O)N2CCCC(CNC(=O)c3ccccc3Cl)C2)cc1 (stereo unspecified)	7%	2%	4	4%	11%	4%	7%	-2
CCN1CCN(C(=S)c2ccc(OCC(=O)N3CCOCC3)cc2)CC1	7%	-1%	25	-1%	-3%	8%	5%	-3
COc1ccc(-c2c(C#N)c(N)n(N)c(=O)c2C#N)cc1Cl	-15%	-24%	-8	31%	2%	-2%	0%	-1
O=C(O)C1C(c2ccccc2)C(C(=O)OCc2ccco2)C1c1ccccc1 (stereo unspecified)	14%	12%	8	23%	-5%	11%	4%	0
O=C1NC(=O)C2(CCCCCCCCCCC2)N1	-16%	-6%	18	0%	3%	-4%	0%	4
COc1ccc(OC)c2sc(NC(=O)CCS(=O)(=O)c3ccccc3)nc12	22%	5%	-16	-20%	-1%	10%	-2%	1
CC(C)(C)NC(=O)C(c1ccc(F)cc1)N(Cc1ccco1)C(=O)CCC(=O)Nc1nccs1 (stereo unspecified)	-6%	-15%	-21	9%	-5%	-2%	0%	-10
COC(=O)c1cccc(NS(C)(=O)=O)c1	-1%	-7%	10	-25%	-1%	7%	1%	8
COc1ccc(CN(C)C(=O)CC(c2ccccc2)c2ccccc2)cc1	11%	-15%	4	4%	50µM*	6%	-7%	4
CSC(=Nc1ccccc1)C1=C(O)COC1=O	6%	-1%[9.22 µM]	-8	-22%	-4%	-1%	5%	-4
Clc1ccccc1Cn1nnc2c(NCCN3CCOCC3)ncnc21	-4%	16%	5	9%	1%	-1%	0%	-7
Cc1cccc(NC(=O)c2c(C)oc3ncnc(N4CCCCC4)c23)c1C	16%	-13%	/	24%	/	/	/	-14
Cc1noc(-c2ccc(-c3noc(-c4ccccc4)n3)cc2)n1	13%	-8%	/	5%	/	/	/	-5
CC(C)CN(C(=O)COC(=O)COc1ccc2c(c1)CCC2)c1c(N)n(Cc2ccccc2)c(=O)[nH]c1=O	9%	3%	0	7%	7%	-3%	2%	0
O=C(O)/C=C/c1ccc(S(=O)(=O)NCc2ccco2)cc1	-3%[9.22 µM]	-6%	16	6%	0%	-1%	0%	14
O=CN1Cc2[nH]c3ccccc3c2N(c2ccc(Cl)cc2)C1=O	0%	-3%	-23	?	-3%	9%	0%	0
CCc1ccccc1NC(=O)CN1CCN(CC(=O)Nc2ccc(-c3ccccc3)cc2)CC1	-5%	6%	-23	8%	-15%	-1%	2%	-9
CC(Oc1cccc(Cl)c1)C(=O)Nc1ccccc1N1CCCCC1 (stereo unspecified)	15%	6%	-26	21%	-11%	2%	6%	8
COc1ccc(CNC(=O)CN(c2ccccc2OC)S(=O)(=O)c2ccc(C)cc2)cc1	-29%	-8%	/	42%	/	/	/	-4
CCn1c(SCC(=O)NNC(=O)c2ccc(OC)cc2)nnc1C1CC1	-3%	-9%	-5	4%	5%	13%	-1%	-12
CC1CN(C(=O)COC(=O)c2ccc(O)cc2)CC(C)O1 (stereo unspecified)	-21%	-13%	-7	1%	3%	14%	-3%	-10
Cn1ncc(Cl)c1C(=O)N1CCN(c2ccc(F)cc2)CC1	?	4%	3	/	-3%	10%	5%	-15
O=c1c2ccccc2nc(CSc2nnnn2-c2ccccc2)n1-c1ccccc1	18%	12%	5	-5%	1%	-4%	1%	-1
Nc1nnc(-c2ccccc2[N+](=O)[O-])o1	10%	6%	1	-13%	3%	-1%	-1%	10
COc1ccc(CN(C(=O)c2nsc(Cl)c2Cl)C(C(=O)NC2CCCC2)c2ccc(OC)cc2)cc1 (stereo unspecified)	4%	18%	-17	30%	-1%	17%	-4%	2

Full records, quoted from the list. Order of screens: TDP43 rescue | Abeta yeast res | DRD3 antagonist | FUS suppressor | EPAC2 antagonist | EPAC2 agonist | aSyn yeast inh | DRD3 agonist
Entry for CC(Oc1cccc(Cl)c1)C(=O)Nc1ccccc1N1CCCCC1 (stereo unspecified) = 15% | 6% | -26 | 21% | -11% | 2% | 6% | 8
Entry for CC(C)(C)NC(=O)C(c1ccc(F)cc1)N(Cc1ccco1)C(=O)CCC(=O)Nc1nccs1 (stereo unspecified) = -6% | -15% | -21 | 9% | -5% | -2% | 0% | -10
Entry for Cc1cccc(NC(=O)c2c(C)oc3ncnc(N4CCCCC4)c23)c1C = 16% | -13% | / | 24% | / | / | / | -14

Following part:
compound	TDP43 rescue	Abeta yeast res	DRD3 antagonist	FUS suppressor	EPAC2 antagonist	EPAC2 agonist	aSyn yeast inh	DRD3 agonist
Clc1ccc(N2CCN(Cc3ccco3)CC2)cc1	-23%	-10%	?	21%	3%	6%	7%	-9
Cc1noc(C)c1NC(=O)Nc1ccc2c(c1)C(=O)N([C@H](C)CO)C[C@H](C)[C@H](CN(C)C(=O)NC1CCCCC1)OCCCC[C@@H](C)O2	3%	1%	?	20%	3%	-5%	2%	-6
CN1CCN(C(=S)NC(=O)c2cccc([N+](=O)[O-])c2)CC1	-4%	15%	-2	-5%	2%	0%	0%	-7
COc1ccc(OCCOC(=O)CNC(=O)c2cccc(C)c2)cc1	13%	9%	-10	0%	-4%	-6%	4%	-10
Cc1cc(NC(=O)c2ccc(Br)cc2)nc(C)n1	16µM*	8%	-4	11%	5%	5%	-2%	4
CCc1ccc(-c2cn(C3CCCCC3)c(=S)[nH]2)cc1	?	?	-7	16%	-1%	1%	1%	-2
c1ccc(Oc2cccc(OCCn3cncn3)c2)cc1	16%	?	-13	8%	2%	-2%	1%	0
Cc1cccc(OCC(=O)Nc2c(C(=O)N3CCN(c4ccccc4F)CC3)oc3ccccc23)c1	11%	-22%	/	-20%	/	/	/	-6
C=CCn1cc(C(=O)NCc2ccco2)c(=O)c2cc(S(=O)(=O)N3CCCCCC3)ccc21	5%	14%	-10	31%	-4%	3%	/	1
COc1cccc(Cn2cccc(NC(=O)Nc3ccccc3C)c2=O)c1	12%	19%	3	-8%	-5%	1%	1%	-12
COc1ccc(N(CC(=O)NCc2ccco2)S(=O)(=O)c2ccc(OC)c(OC)c2)cc1	-13%	3%	9	10%	3%	3%	-2%	9
COc1cc(/C=C/C(=O)OCC(=O)NCc2ccco2)ccc1O	11%	7%	9	/	15%	1%	-15%	-3
Cc1cccc(C)c1NC(=O)COC(=O)c1cc(=O)[nH]c2ccccc12	13%	7%	1	-5%	-13%	11%	-1%	5
COc1cccc(-c2nnc(NC(=O)c3cccc(F)c3)o2)c1	?	28%	0	-18%	-2%	-8%	13%	1
COc1ccccc1/C=[N+](\[O-])C1SC(=S)N(C)C1(C)C (stereo unspecified)	15%	21%	7	3%	12%	7%	2%	2
Cc1ccc(-c2nnn(CC(=O)N(Cc3ccco3)C(C(=O)NC(C)(C)C)c3cccs3)n2)o1 (stereo unspecified)	0%	-4%	-21	?	-4%	-18%	0%	0
COc1ccc2c(c1OC)C(=O)N1C2SC[C@H]1C(=O)NC1CCCCC1 (stereo partly specified)	6%	-18%	-20	30%	6%	2%	-4%	-2
COc1ccc(NC(=O)CSc2nc3c(c(=O)[nH]2)CCC3)cc1	21%	-4%	/	-3%	/	/	/	2
O=C(Cn1ccc(NC(=O)OCc2ccccc2)nc1=O)NCCCc1ccccc1	-23%	-12%	0	-56%[inhibitor]	2%	0%	0%	-20
CC(C)Cn1c(=O)c(C(=O)N/N=C/c2cccc(F)c2)c(O)c2ccccc21	2%	16%	8	?	-2%	1%	-2%	-2
CCOCCn1ccc2c(OCC(=O)Nc3ccc(OC)c(OC)c3)cccc2c1=O	-4%	-2%	18	9%	1%	6%	-5%	1
O=C(Nc1cccc(S(=O)(=O)C(F)F)c1)c1ccc(S(=O)(=O)N2CCCCC2)cc1	-13%	-10%	9	5%	-10%	9%	5%	-7
COc1ccc(C(=O)N2CCCC(C(=O)N3CCCCCC3)C2)cc1 (stereo unspecified)	0%	-8%	3	15%	8%	7%	0%	3
O=C1S/C(=C\c2ccc(O)c([N+](=O)[O-])c2)C(=O)N1c1ccccc1Cl	-21%	7%	-24	-8%	?	5%	16%	-6

This is a subset; count on the stated rates, not on these rows.
